# Screens as filed in PubChem.
# HP1b chromo inh = inhibitors of HP1-beta chromodomain binding to methylated histone tails; Potency, µM (series often up to 114 µM), without a hit: at the top dose activity change, negative = inhibition, usual class: inhibitors; actives 0.56% (n = 390,000); AlphaScreen HP1-beta / biotin-H3K9me3 peptide binding; P83916; note: nearly all actives have a fitted effect of over 70% in size; inactives centre near 23
#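 AlphaScreen: HP1-beta (50 nM) preformed 30 min with biotin-H3(1-18)K9me3 peptide (50 nM) in PBS pH 7.4, 0.01% Tween-20. Compound added for 30 min at RT, then streptavidin donor/nickel chelate acceptor beads (10 ug/mL) for 30 min.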
# PGK inhibitor = blocks T. brucei phosphoglycerate kinase | AID 602233 | PGK/GAPDH coupled, Kinase-Glo luminescence, 60 min | Potency, µM (top dose mostly 57.5 µM), without a hit: at the highest dose activity change, negative = inhibition, most hits filed as inhibitors | actives 0.043% (n = 380,000); note: % is set by controls: 0 for no effect and ±100 for the full control effect; nearly all actives have a fitted effect of over 60% in size
#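 Luminescent ATP detection (Kinase-Glo Plus) follows a 60-minute room-temperature incubation, with wells lacking PGK as controls. Buffer: 100 mM TEA (pH 7.6), 5 mM MgCl2, 0.01% Tween-20. Coupling enzyme GAPDH (100 nM final) supplies unstable 1,3-BPG in-well.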
# ERG-DNA inh = inhibitors of human ERG Ets domain-DNA interaction; Potency, µM (titrated, usually from 76.9 µM), without a hit: at the top dose FP activity, negative = inhibition, actives largely listed as inhibitors; actives 0.028% (n = 370,000); fluorescence polarization, His-ERG Ets domain / labelled DNA; AID 624246; active = well fitted inhibition curve with a large enough effect in the polarisation, with a control signal flat; inconclusive = small, poorly fitted or top-dose-only effect, or effect the other way, or a change in a side signal; inactive = no such curve, though single readings can be large or run the other way; the % refers to the polarisation;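 note: polarization taken with two DNA probes labelled with fluorescein and Texas red; % of control where 0% means no effect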
#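 His-tagged ERG Ets domain (1 uM in the protein solution; 300mM KCl, 50mM Tris-HCl, 1mM EDTA, 1mM DTT, pH 7.5) received compound, then a probe mix of 5 nM fluorescein-DNA and 100nM Texas-615-DNA. Fluorescence polarization was read for both dyes.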
# Pin1 inhibitor = human Pin1 inhibition; Pin1 FP peptide displacement, HiFluor488, 10 min; Potency, µM (titrated, usually from 115 µM), for the others: at the highest dose activity, negative = inhibition, actives largely listed as inhibitors; actives 0.009% (n = 390,000); AID 504891; active = well fitted inhibition curve with a large enough effect in the polarisation, with a control signal flat, not every such curve was filed as active; inconclusive = small, poorly fitted or top-dose-only effect, or effect the other way, or a change in a side signal; inactive = no such curve, though single readings can be large or run the other way; the % refers to the polarisation; note: % is set by controls: 0 for no effect and ±100 for the full control effect
# Target sequence (Q13526 whole entry, looked up): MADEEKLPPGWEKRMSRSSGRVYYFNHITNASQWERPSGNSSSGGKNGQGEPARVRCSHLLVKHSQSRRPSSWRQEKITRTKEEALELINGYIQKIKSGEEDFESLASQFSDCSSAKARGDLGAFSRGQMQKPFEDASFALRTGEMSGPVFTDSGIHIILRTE
# GLS inh = inhibitors of human glutaminase (GLS); O94925; GLS enzymatic activity, qHTS titration; Potency, µM (titrated, usually from 45.5 µM), without a hit: at the top dose activity change, negative = inhibition, actives largely listed as inhibitors; actives 0.21% (n = 410,000); note: % is set by controls: 0 for no effect and ±100 for the full control effect
#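 Two-point fluorescence kinetic (t0, 30 min RT) for hKGA; glutamate detected via glutamate oxidase–HRP–Amplex Red. Substrate: 1 mM L-glutamine solution; buffer 45 mM KH2PO4, pH 8.2.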
# 12-LOX inh = blocks human arachidonate 12S-lipoxygenase; actives 1.1% (n = 580,000); purified 12hLO, xylenol orange hydroperoxide absorbance; Potency, µM (highest dose often 108 µM), for the others: at the top dose activity change, negative = inhibition, hits mostly inhibitors; note: % is set by controls: 0 for no effect and ±100 for the full control effect
# Target sequence (P18054 whole entry, looked up): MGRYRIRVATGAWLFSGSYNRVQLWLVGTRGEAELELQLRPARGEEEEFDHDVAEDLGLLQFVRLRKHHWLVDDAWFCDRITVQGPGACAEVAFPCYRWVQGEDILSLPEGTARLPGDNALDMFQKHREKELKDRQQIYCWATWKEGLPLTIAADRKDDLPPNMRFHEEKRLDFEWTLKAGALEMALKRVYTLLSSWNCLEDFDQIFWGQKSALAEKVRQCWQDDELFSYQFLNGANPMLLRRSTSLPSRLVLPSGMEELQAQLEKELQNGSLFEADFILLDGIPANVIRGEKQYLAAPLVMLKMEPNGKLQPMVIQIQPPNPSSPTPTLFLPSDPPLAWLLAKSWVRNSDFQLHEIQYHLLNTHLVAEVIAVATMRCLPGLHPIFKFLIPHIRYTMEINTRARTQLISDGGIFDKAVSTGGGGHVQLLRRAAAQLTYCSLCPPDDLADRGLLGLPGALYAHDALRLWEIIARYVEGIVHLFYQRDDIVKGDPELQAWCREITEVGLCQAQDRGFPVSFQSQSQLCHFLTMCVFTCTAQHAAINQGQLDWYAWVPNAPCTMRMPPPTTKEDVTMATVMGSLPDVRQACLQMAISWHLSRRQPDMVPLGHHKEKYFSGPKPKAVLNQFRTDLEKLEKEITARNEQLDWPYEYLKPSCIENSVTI
#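 Hydroperoxide product was detected by ferrous iron/xylenol orange as the 573 to 405 nm absorbance ratio. Arachidonic acid at 40 uM (final) was turned over for 30 min at room temperature by 150 nM human 12hLO, pH 7.0 Hepes buffer, after 15 min compound preincubation.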
# JMJD2A Tudor inh = inhibitors of human JMJD2A Tudor domain. Potency, µM (top dose mostly 114 µM), without a hit: at the highest dose activity change, negative = inhibition, hits mostly inhibitors. actives 4.4% (n = 390,000). AlphaScreen JMJD2A-Tudor / H3K4me3 peptide binding. O75164; note: % is set by controls: 0 for no effect and ±100 for the full control effect; nearly all actives have a fitted effect of over 50% in size
# RGS4 inhibitor = inhibitors of human regulator of G protein signaling 4 | P49798 | Transcreener GDP fluorescence polarization, RGS4-accelerated GTP hydrolysis | Potency, µM (titrated, usually from 114 µM), without a hit: at the highest dose activity change, negative = inhibition, actives largely listed as inhibitors | actives 0.039% (n = 390,000) | AID 504845; note: % is set by controls: 0 for no effect and ±100 for the full control effect; nearly all actives have a fitted effect of over 75% in size; some results filed as inactive show a strong effect at the top dose
# Target sequence (P49798 whole entry, looked up): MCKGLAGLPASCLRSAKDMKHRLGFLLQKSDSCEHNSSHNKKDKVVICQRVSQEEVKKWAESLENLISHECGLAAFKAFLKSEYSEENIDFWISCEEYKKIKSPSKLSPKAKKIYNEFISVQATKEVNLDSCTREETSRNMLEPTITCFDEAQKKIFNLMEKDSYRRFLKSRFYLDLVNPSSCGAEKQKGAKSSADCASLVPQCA
#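 MLSMR compounds (23 nl, pin-transferred) preincubated 10 min at room temperature with a 500nM (2x) first reagent, then RGS4 at 900nM (2x) plus Transcreener GDP mix added; fluorescence polarization (620/688 nm) read before and after 90 min at 30 °C.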
# TrxR1 inh = blocks rat thioredoxin reductase 1 | O89049 | recombinant rTrxR1, NADPH fluorescence consumption, selenite substrate | Potency, µM (doses to about 114 µM), inactives show at the top dose activity change, negative = inhibition, usual class: inhibitors | actives 1% (n = 390,000) | AID 588453; note: % is set by controls: 0 for no effect and ±100 for the full control effect; nearly all actives have a fitted effect of over 65% in size
#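 Rat TrxR1 (90 nM in the dispensed reagent) was pre-reduced with 400 uM NADPH for 5 min at room temperature, then incubated with compound for 15 min. After 400 uM selenite was added, NADPH fluorescence (Ex 340/Em 450 nm) was followed for 8 min.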
# Active calls of the source: *; i = inactive; u = inconclusive; x = not tested or not shown; & = joins results of further samples; ! = a repeat was not active; [ ] = another dose, or the depositor's remark. Unless noted, calls come from the whole dose curve; as a rule, active = well fitted curve in the direction sought with a large enough effect; inconclusive = small, poorly fitted or top-dose-only effect, or another doubt; inactive = no such curve, though single readings can be large; an effect the other way counts as inactive or inconclusive. Potency is the fitted concentration of half-maximal effect. Only part of the results is shown (hit frequency here may not be typical).
SMILES,HP1b chromo inh,PGK inhibitor,ERG-DNA inh,Pin1 inhibitor,GLS inh,12-LOX inh,JMJD2A Tudor inh,RGS4 inhibitor,TrxR1 inh
Cc1nn(Cc2ccccc2)c(C)c1C(=O)NC1CCCc2ccccc21 (stereo not given),16%,3%,-5%,3%,11%,10%,-1%,0%,-10%
COC(=O)C1=C(c2cccc(C#N)c2)C[C@@H]2CC[C@H]1N2C(=O)NCCc1ccccc1,50%[activator],3%,-4%,1%,6%,7%,-8%,3%,19%[57.1 µM]
O=C(COc1ccc(Cl)cc1)N(c1ccccc1Cl)C1CN2CCC1CC2 (stereo not given),23%,-3%,13%,-11%,3%,u,-12%,29%,-6%[57.1 µM]
CCOC(=O)c1c(/N=C/c2c(O)n(-c3cccc(C)c3)c(=O)[nH]c2=O)sc2c1CCCC2,-4%,-2%,10%,20%,6%,-2%,-27%,-17%,1%
CCCC(C)n1[nH]c(=O)c2c1NC(=O)CSC2c1ccc(OC)c(OC)c1 (stereo not given),25%,0%,1%,2%,-6%,2%,-3%,-1%,-10%
CC(=NCCC1=CCCCC1)c1c(O)[nH]c(=O)[nH]c1=O,14%,5%,-8%,-5%,8%,-20%,-13%,5%,3%
CC(C)N(C(=O)CCl)c1ccccc1,32%[activator],-13%,-18%,-4%,1%,-16%,-12%,10%,20µM*
COc1ccc(CN2CCNCC2)c(OC)c1OC,2%&33%,-5%,-7%&12%,-7%&-7%,7%,-18%&13%,u,-1%&-26%,u
CC(C)NS(=O)(=O)c1ccc2c(c1)oc(=O)n2C,53%[activator],-1%,1%,-1%,3%,294%[activator],-8%,7%,12%[57.1 µM]
O=P(NS(=O)(=O)c1ccc(Br)cc1)(Oc1ccccc1)Oc1ccccc1,13%,x,x,-3%,1%,-9%,-12%,16%,14%
CCCN1CCc2cc(O)cc3c2[C@H]1Cc1ccc(O)c(O)c1-3,11µM*,-9%,-7%,u,19%,u,13µM*,0.53µM*!,u
COC(=O)C1=C(c2ccc(S(C)(=O)=O)cc2)C[C@@H]2CC[C@H]1N2C(=O)NCCS(C)=O (stereo not given in full),6%,-4%,4%,11%,3%,-3%,-20%,7%,4%[57.1 µM]
COc1ccccc1CCNCc1cccc(C(F)(F)F)c1,12%,-7%,15%,-12%,-1%,u,-31%,-9%,8%
Cc1ccc(C)c(C2(O)CC(C)N(C)CC2C)c1 (stereo not given),15%,-9%,8%,-11%,6%,22%,-18%,18%,11%[57.1 µM]
O=[N+]([O-])c1ccc(CN2CC=C(c3ccccc3)CC2)cc1,7%,-11%,9%,8%,-9%,x,u,-18%,6%
O=C(Nc1ccc(Cl)cc1C(=O)c1ccccc1)c1cc(Cl)cc(Cl)c1,19%,i,2%,2%,12%,-14%,1%,-15%,10%
CC(C)CNC(=O)/C=C/C=C/CCCCCC/C=C/c1ccc2c(c1)OCO2,18%,-1%,0%,1%,-2%,6%,-16%,1%,5%
COCCNC(=O)CN1C2CCC1CC(O)(c1cccnc1)C2 (stereo not given),24%,-8%,4%,-16%,-6%,239%[activator],-1%,11%,8%[57.1 µM]
CC(=Nc1ccc2c(c1)CCC2)c1c(O)n(-c2ccccc2)c(=O)[nH]c1=O,19%,-2%,10%,5%,3%,u,5%,1%,24%[57.1 µM]
C=CCN1C(=O)NC(=O)/C(=C/c2ccc(N(C)C)c(Br)c2)C1=O,33%,i,5%,4%,-5%,-30%,-12%,u,u
CCOC(=O)c1ccccc1NC(=O)N(Cc1ccc(CC)cc1)Cc1cn[nH]c1-c1ccc(OC)cc1,64%[activator],-4%,-3%,1%,-6%,1%,17%,14%,13%
O=C(N/N=C/c1c(O)n(Cc2ccco2)c(=O)[nH]c1=O)c1ccccc1,27%,i,14%,7%,9%,0%,79µM*,-38%,-13%
O=C1CC(N2CC=C(c3ccccc3)CC2)C(=O)N1c1ccc(F)cc1 (stereo not given),7%,-2%,30%,u,-4%,2%[57.4 µM],u,-12%,u
CS(=O)(=O)c1ccc(C(=O)N2CCC(C(=O)O)(c3ccccc3)CC2)cc1,19%,-2%,-6%,1%,8%,-3%,-17%,4%,9%[57.1 µM]
C=CCn1cc(C=C2C(=O)NC(=O)NC2=O)c2ccccc21,17%[57 µM],2%,-2%,u,9%,u,u,-13%,-1%
O=C(Cn1cc(C=C2C(=O)NC(=O)NC2=O)c2ccccc21)NCC1CCCO1 (stereo not given),17%,-3%,-13%,10%,0%,13µM*,-1%,u,16%[0.0914 µM]
COc1ccc(N2C(=O)/C(=C/c3ccco3)C(=O)NC2=S)cc1,14µM*,13µM*,-1%,u,u,8.9µM*,10µM*,u,u
Cc1ccc(C(C)C)c(OCC(=O)N2CCN(CC(=O)N3CCOCC3)CC2)c1,37%,-7%,-15%,-7%,1%,13%,-12%,1%,21%
CN1C(=O)C(=Cc2ccccc2OCCOc2ccc([N+](=O)[O-])cc2)C(=O)N(C)C1=O,19%,-10%,-11%,4%,15%,u,u,u,u
C=CCn1c(O)c(C(CC)=NCc2cccnc2)c(=O)[nH]c1=O,38%[activator],-5%,6%,u,0%,-20%,44%[activator],7%,1%
C[n+]1c(-c2ccccc2)sc2ccccc21,66%[activator],-5%,-2%,-8%,5%,-5%,-7%,u,16%
CCC(C)(C)n1nnnc1CN1CCC(n2c(C)nc3cc(C(F)(F)F)ccc32)CC1,8%,-6%,6%,-10%,5%,2%,-1%,28%,1%
CCOP(=O)(OCC)C(O)c1ccc(OC)cc1OC (stereo not given),22%,-5%,0%,-4%,-4%,3%,-2%,3%,-6%
O=C(Cn1c(=S)[nH]c2ccccc2c1=O)N1CCC2(CC1)OCCO2,39%[activator],i,4%,-1%,-2%,-25%,-26%,-27%,-21%
S=P(Nn1cnnc1)(c1ccccc1)c1ccccc1,30%,-3%,-3%,10%,-4%,-13%,-21%,15%,17%
O=c1[nH]c(=O)n(Cc2ccc(F)cc2)c(O)c1C=NCCCN1CCOCC1,40%[activator],-8%,-7%,4%,-2%,-6%,-6%,3%,u
Cc1cc(C)cc(N2C(=O)NC(=O)/C(=C\C=C\c3ccco3)C2=O)c1,u,-5%,x,u,14%,u,u,u,u
CC(C)C/C(=N/O)c1c[nH]c2ccccc12,38%,-3%,0%,3%,12%,-19%,-24%,6%,4%
CC[N+]12CCC(CC1)C(=C(c1ccccc1)c1ccccc1)C2,44%[activator],-3%,11%,-19%,1%,-17%,-12%,31%,6%
CCOC(=O)c1c(C)n(Cc2ccccc2)c2ccc(OCC(O)CN3C(=O)CNC3=O)cc12 (stereo not given),-5%,x,9%,-1%,2%,6%[57.4 µM],-33%,14%,u
O=C1CC(=O)N(Cc2ccccc2)C(=S)N1,-1%,i,47%[activator],u,-16%,25µM*,-17%,-54%,u
COc1ccc(/C=C2\C(=O)NC(=O)N(CCC3=CCCCC3)C2=O)c(OC)c1,18%,-4%,3%,20%,5%,u,-42%,u,u
Cn1cccc1C1CCCN1CC(=O)Nc1ccc(C#N)c(Cl)c1 (stereo not given),-9%,-7%,-5%,1%,-15%,u,-34%,-30%,u
COc1ccc(C2(C#N)CCN(C)CC2)cc1,33%,i,6%,9%,-14%,-28%,4%,-16%,-5%

# Ten of the compounds above, bar-delimited.
structure | HP1b chromo inh | PGK inhibitor | ERG-DNA inh | Pin1 inhibitor | GLS inh | 12-LOX inh | JMJD2A Tudor inh | RGS4 inhibitor | TrxR1 inh
Cc1nn(Cc2ccccc2)c(C)c1C(=O)NC1CCCc2ccccc21 (stereo not given) | 16% | 3% | -5% | 3% | 11% | 10% | -1% | 0% | -10%
COC(=O)C1=C(c2cccc(C#N)c2)C[C@@H]2CC[C@H]1N2C(=O)NCCc1ccccc1 | 50%[activator] | 3% | -4% | 1% | 6% | 7% | -8% | 3% | 19%[57.1 µM]
O=C(COc1ccc(Cl)cc1)N(c1ccccc1Cl)C1CN2CCC1CC2 (stereo not given) | 23% | -3% | 13% | -11% | 3% | u | -12% | 29% | -6%[57.1 µM]
CCOC(=O)c1c(/N=C/c2c(O)n(-c3cccc(C)c3)c(=O)[nH]c2=O)sc2c1CCCC2 | -4% | -2% | 10% | 20% | 6% | -2% | -27% | -17% | 1%
CCCC(C)n1[nH]c(=O)c2c1NC(=O)CSC2c1ccc(OC)c(OC)c1 (stereo not given) | 25% | 0% | 1% | 2% | -6% | 2% | -3% | -1% | -10%
CC(=NCCC1=CCCCC1)c1c(O)[nH]c(=O)[nH]c1=O | 14% | 5% | -8% | -5% | 8% | -20% | -13% | 5% | 3%
CC(C)N(C(=O)CCl)c1ccccc1 | 32%[activator] | -13% | -18% | -4% | 1% | -16% | -12% | 10% | 20µM*
COc1ccc(CN2CCNCC2)c(OC)c1OC | 2%&33% | -5% | -7%&12% | -7%&-7% | 7% | -18%&13% | u | -1%&-26% | u
CC(C)NS(=O)(=O)c1ccc2c(c1)oc(=O)n2C | 53%[activator] | -1% | 1% | -1% | 3% | 294%[activator] | -8% | 7% | 12%[57.1 µM]
O=P(NS(=O)(=O)c1ccc(Br)cc1)(Oc1ccccc1)Oc1ccccc1 | 13% | x | x | -3% | 1% | -9% | -12% | 16% | 14%
